Compound activity as filed in PubChem.
FXIa inh: factor XIa (human) inhibition. P03951. purified FXIa, Boc-Glu-Ala-Arg-AMC fluorogenic substrate. inhibition, % at 5 µM. 220,000 compounds, 0.14% hits. AID 798;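 active = inhibition of at least 40%; inactive = inhibition below 40%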;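 note: fluorescence of freed AMC excited at 355 nm; 0% = enzyme without compound and 100% = no enzyme blank; many of its hits are not listed in these tables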
Furin inhibitor: human furin inhibition. P09958. purified furin, fluorogenic substrate cleavage. inhibition, % at 30 µM. 220,000 compounds, 0.061% hits; in the data active = inhibition above about 25%; note: inactives centre near -15
Target sequence (P09958 108-714 limits assumed): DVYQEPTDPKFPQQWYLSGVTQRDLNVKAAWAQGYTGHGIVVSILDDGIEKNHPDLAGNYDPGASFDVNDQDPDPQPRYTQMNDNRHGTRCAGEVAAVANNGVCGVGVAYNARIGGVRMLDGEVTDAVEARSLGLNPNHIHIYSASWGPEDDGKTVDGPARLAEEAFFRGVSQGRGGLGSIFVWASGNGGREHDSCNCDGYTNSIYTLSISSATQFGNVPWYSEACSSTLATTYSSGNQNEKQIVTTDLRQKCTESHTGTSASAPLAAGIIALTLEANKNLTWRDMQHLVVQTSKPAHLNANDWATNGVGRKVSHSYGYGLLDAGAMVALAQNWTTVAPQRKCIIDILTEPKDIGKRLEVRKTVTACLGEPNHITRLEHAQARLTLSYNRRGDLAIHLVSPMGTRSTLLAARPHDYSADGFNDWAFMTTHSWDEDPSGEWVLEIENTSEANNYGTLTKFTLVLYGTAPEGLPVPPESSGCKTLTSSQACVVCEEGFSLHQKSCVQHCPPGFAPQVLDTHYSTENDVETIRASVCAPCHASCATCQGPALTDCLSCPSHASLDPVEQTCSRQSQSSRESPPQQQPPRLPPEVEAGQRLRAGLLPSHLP
FXIIa inh 1536: inhibitors of human coagulation factor XIIa; P00748; purified FXIIa, Boc-QGR-AMC fluorogenic substrate, 2 h; inhibition, % at 5 µM; 220,000 compounds, 0.3% hits; AID 800; in the data active = inhibition above about 40%;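 note: 0% = enzyme with no compound and 100% = blank without enzyme; many of its hits are not listed in these tables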
KCC2 mod: modulates chloride dependent transport by human KCC2. Q9H2X9. KCC2 cells, thallium flux FluoZin-2 fluorescence. B-score of Tl+ flux slope (higher = more flux/activation; lower = inhibition) at 10 µM. 190,000 compounds, 2.2% hits;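 active = thallium flux slope and its plate-corrected score both differing from the plate sample mean at a set confidence after two filtering rounds, in either direction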;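 note: slope of fluorescence scaled to starting intensity during 10 to 20 s after thallium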
Rad51 HR inh: blocks human Rad51 in homologous recombination. AID 1385. 200,000 compounds, 0.085% hits. hRad51 DNA strand exchange, fluorescence dequenching. Q06609. inhibition, % at 10 µM;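 active = inhibition above 40% at the single screening dose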;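 note: 0% = DMSO control wells and 100% = blanks with heterologous ssDNA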
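Material: Human Rad51 nucleoprotein filaments preassembled on unlabelled ssDNA | Also added: Labelled 47-mer dsDNA for strand exchange | Dosing: Single dose, 10 µM final compound | Schedule: 30-min compound preincubation and 15-min exchange, both room temperature | Technique: Fluorescence dequenching at 485/520 nm | Measure: Percent inhibition relative to plate controls and blanks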
Thrombin inh: inhibitors of human thrombin | 220,000 compounds, 0.26% hits | inhibition, % at 5 µM | AID 1046 | P00734 | alpha-thrombin, Boc-VPR-AMC fluorogenic substrate cleavage;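 active = inhibition at or above 40%; inactive = inhibition below 40%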;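 note: 0% = enzyme with no compound and 100% = wells without enzyme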
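Material: human alpha-thrombin enzyme / Medium: pH 7.5 Tris (50 mM) with NaCl 150 mM, Tween 20 0.05% / Compound: single-point dosing at 5 µM, 0.2% DMSO / Incubation: enzyme reaction carried out at room temperature / Detection: AMC fluorescence, 355/460 nm / Read-out basis: percent inhibition scaled between no-compound controls and no-enzyme blanks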
PERK inh: blocks human PERK kinase; CHO PERK-DD fusion, SEAP luminescence translation reporter; inhibition, % at 5.6 µM; 220,000 compounds, 0.17% hits; AID 1416; Q9NZJ5;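 active = inhibition above the mean inhibition of all tested compounds plus 3 SD, set separately per screening campaign, cut at about 2.9% in these data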;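 note: PERK kinase domain activated by AP20187 dimerizer at 100 nM; 0% = DMSO with dimerizer and 100% = rapamycin at 8.4 µM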
Calpain2 inh: calpain II (pig) inhibition | purified calpain II, fluorogenic peptide substrate, 30 min | inhibition, % at 16 µM | 220,000 compounds, 0.37% hits | AID 1236;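 active = inhibition above about 50%, limit read from the data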
KLK5 inh: blocks human kallikrein 5 protease activity. Q9Y337. recombinant hK5, fluorogenic AMC substrate cleavage. inhibition, % at 5 µM. 210,000 compounds, 0.59% hits. AID 873;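 active = inhibition of 40% or more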;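 note: 0% = enzyme controls without compound and 100% = no-enzyme blanks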
Target sequence (Q9Y337 67-293 limits assumed): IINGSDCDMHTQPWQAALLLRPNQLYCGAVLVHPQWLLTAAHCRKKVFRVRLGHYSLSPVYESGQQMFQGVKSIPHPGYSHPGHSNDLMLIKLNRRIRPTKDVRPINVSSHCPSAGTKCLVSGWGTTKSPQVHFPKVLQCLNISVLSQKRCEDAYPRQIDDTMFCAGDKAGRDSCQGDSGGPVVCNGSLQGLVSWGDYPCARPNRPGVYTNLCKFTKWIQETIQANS
An asterisk follows results filed as active; x = no result given; [ ] = another dose, or the depositor's remark. Only part of the results is shown (hit frequency here may not be typical).

SMILES	FXIa inh	Furin inhibitor	FXIIa inh 1536	KCC2 mod	Rad51 HR inh	Thrombin inh	PERK inh	Calpain2 inh	KLK5 inh
CCOC(=O)CNC(=O)c1cn(C)c(=O)c2cc(OC)c(OC)cc12	-2.4	-10.1	9.5	0.656	1.9	-3.2	1.4	-42.6	-5.4
Cc1ccc(-c2cc(-c3ccccc3)nc(N/N=C/c3cccnc3)n2)cc1	x	-8.4[20 µM]	x	-0.0123	-3.7	x	-0.1	x	x
NC(=O)C1CCN(C(=O)CCSc2ccccc2)CC1	-3.5	2.4[20 µM]	-1.0	x	-2.4	-3.5	0.2	-0.7	-9.1
Cc1cc(NC(=O)CSc2nnc(-c3cccnc3)n2C)no1	-1.9	-20.8	3.5	0.194	5.4	-6.3	1.0	11.2	-21.0
CCOc1ccc(S(=O)(=O)NCCC(=O)OCC(=O)N2CC(=O)Nc3ccccc32)cc1	-3.2	-27.4	5.6	-0.0608	0.0	-1.6	-0.4	-10.0	-1.3
COc1ccc(OCC(=O)N2CCN(S(=O)(=O)c3ccc(Cl)cc3)CC2)cc1	20.9	-15.2[20 µM]	32.4	-2.52	-6.0	10.8	0.3	-0.6	3.5
O=C(COc1cc(F)ccc1[N+](=O)[O-])Nc1ccc(N2CCOCC2)cc1	2.3	-26.6	10.3	0.0842	x	-1.2	-0.1	-16.0	x
Cc1sc2ncn(CCn3cnc4sc(C)c(C)c4c3=O)c(=O)c2c1C	1.3	-4.9[20 µM]	13.7	0.00644	-1.8	3.0	0.1	-94.9	-1.9
Cc1ccccc1NC(=S)NCCc1ccccn1	-4.4	-24.9	1.2	0.0266	-10.6	-9.5	0.4	-7.8	-1.5
Oc1ccccc1C(=S)N1CCCCC1	18.2	-21.3	28.9	0.613	-2.5	0.6	0.8	4.0	-7.7
O=C1CC(c2ccco2)CC(O)=C1C=NCCN1CCN(C(=S)Nc2ccccc2)CC1 (stereo unspecified)	-2.4	-6.4	-3.4	-0.563	-12.4	-7.1	0.1	-9.1	-0.8
O=C(NCCc1ccncc1)Nc1ccc(F)cc1	-1.5	-28.6	9.7	0.146	15.8	3.2	1.6	-1.8	2.5
Cc1ccc(S(=O)(=O)N(C)C)cc1NC(=O)c1ccncc1	-1.4	-23.2	9.3	1.55	8.5	3.5	1.0	-34.1	1.9
CC(Cc1cccnc1)NC(=O)c1ccccc1OC1CCN(S(C)(=O)=O)CC1 (stereo unspecified)	-0.9	-22.9	3.9	-0.346	29.7	1.2	0.8	-15.0	1.9
O=C(Nc1ccc(Cl)cc1)Nc1ccc(Oc2cccnc2)nc1	-6.3	-8.8	0.1	-1.87	8.8	-7.2	-1.2	24.4	62.9*
O=C(CC1(O)C(=O)Nc2ccccc21)c1ccccc1 (stereo unspecified)	-8.4	-3.4	17.6	x	-1.8	-5.7	0.4	2.5	0.7
O=C(Cc1ccccc1)Nc1ccc2oc(=O)ccc2c1	-1.3	-26.9	9.9	0.478	5.0	-0.7	1.5	-173.9	3.4
S=C(NCC1CCCO1)N1CCN(c2cccc(Cl)c2)CC1 (stereo unspecified)	-6.7	-25.7	10.9	-1.05	2.6	-25.1	-0.1	13.1	-1.1
COc1ccc(NC(=O)CC2C(=O)NCCN2C(=O)c2ccc(Cl)cc2)cc1 (stereo unspecified)	-4.3	-8.3	3.9	-0.503	17.6	-0.3	-0.6	-2.5	-4.0
Cn1cnnc1SCc1ccccc1[N+](=O)[O-]	5.4	-20.4	6.8	0.146	6.9	-4.0	1.6	-14.4	-6.1
COC(=O)CSc1nc(C)c(C(C)=O)cc1C#N	-11.5	-11.6	-15.2	0.45	1.6	-6.6	0.7	14.9	-0.3
O=C(c1ccccc1)c1nn(-c2ccc(Cl)cc2)cc1C(=O)c1cc2ccccc2oc1=O	-4.0	-12.1[20 µM]	-1.4	-0.32	x	-4.1	-0.2	-44.5	-2.5
CC(=O)CSc1nc(N(C)C)nc(N(C)C)n1	-6.0	-14.6	9.1	-0.149	-2.7	-2.4	-0.2	-5.6	-10.8
O=C(Oc1ccc2c(=O)c(Oc3ccc4ccccc4c3)coc2c1)c1cncc(Br)c1	-1.7	-24.6	0.5	x	1.9	-8.6	0.7	-21.6	-22.0
CCC/C(O)=C1\C(=O)CC(C)(C)CC1=Nc1ccc(OC)cc1OC	-2.8	0.3	4.5	-0.54	17.7	-4.2	-1.3	18.0	18.6
Next section:
SMILES	FXIa inh	Furin inhibitor	FXIIa inh 1536	KCC2 mod	Rad51 HR inh	Thrombin inh	PERK inh	Calpain2 inh	KLK5 inh
Cc1[nH]c2c(C)cccc2c1CC(=O)O	-2.4	-16.1	3.1	-0.533	-2.5	3.0	0.7	-32.0	-14.1
Cc1c(NC(=O)C(C)OC(=O)COc2ccccc2)c(=O)n(-c2ccccc2)n1C (stereo unspecified)	1.8	-23.3	8.0	0.383	7.1	0.3	1.1	-28.1	2.9
CC1=Nc2ccccc2N=C(NC(=O)c2ccccc2)C1c1ccccc1 (stereo unspecified)	-2.7	-22.3	3.6	-0.422	6.4	-3.3	-0.1	7.1	-5.2
NC(=O)CSc1nnc(-c2ccncc2)n1-c1ccc(Cl)cc1	8.5	-35.0	4.7	x	3.4	-1.8	1.4	-1.5	-1.6
CCc1nnc(SCc2ccc(CSc3nnc(CC)n3N)cc2)n1N	-2.3	-11.6[20 µM]	-0.5	-1.02	-5.0	-14.7	2.5	-36.2	-4.5
Cc1ccc2nc(-c3cccnc3)c(NC3CCCCC3)n2c1	9.3	-8.0	13.7	-1.08	0.7	-4.9	0.0	9.4	-7.5
Cc1cc(C)n(-c2nnc(C)n2/N=C/c2ccccc2O)n1	3.5	-17.7[20 µM]	18.8	0.222	x	4.1	0.9	-121.4	-10.1
O=C(Nc1ccc(Cl)cc1C(F)(F)F)c1ccccc1	1.9	-22.8	6.1	0.0316	-2.9	-11.9	1.0	-19.6	11.3
Clc1ccc(-c2nnc(-c3ccccc3)c(-c3c[nH]c4ccccc34)n2)cc1	-0.4	-20.2	9.9	x	-1.8	-3.1	0.3	23.1	1.1
CCc1ccc(/C=C2\Oc3c(ccc(O)c3CN3CCN(C)CC3)C2=O)cc1	23.2	19.0	33.0	1.47	-52.4	-6.4	-1.8	-166.3	22.6
CCCC(=O)N1c2ccc(-c3csc(N)n3)cc2CC1C (stereo unspecified)	-5.0	-11.9	10.9	x	0.3	-12.8	-1.5	-37.2	-21.4
O=C(CSc1cnc2ccccc2n1)c1ccc(F)cc1	1.6	-11.6	7.3	-1	0.2	-2.7	0.3	34.3	-7.8
COc1nccc(Nc2ccccc2)c1C#N	-9.2	-19.5	3.7	0.339	-13.6	-5.0	1.7	-28.9	11.2
CC(C(=O)NCC1CCCCC1)N(C)Cc1ccc(Cl)cc1 (stereo unspecified)	-1.8	-28.2	-1.8	1.25	-6.6	-9.2	0.8	1.8	-2.5
O=c1[nH]nnc2sc3c(c12)CCCC3	18.3	10.6[20 µM]	17.6	-1.31	4.1	-0.1	-0.5	15.4	-25.5
N#CCCCn1c(O)c(N=NC(=O)C(O)c2ccccc2)c2ccccc21 (stereo unspecified)	2.7	-2.5	11.2	-0.218	x	-3.8	-0.3	-3.6	1.0
Cc1ccc2cc(S(=O)(=O)NCCC(=O)O)ccc2c1	-6.3	-22.9[20 µM]	-1.3	x	-1.7	-11.8	1.5	11.5	-10.6
Cc1ccccc1NC(=S)NCc1ccc2c(c1)OCO2	-2.4	-17.9[20 µM]	5.5	0.429	x	-13.4	1.6	6.2	-1.8
CN(C)S(=O)(=O)c1ccc(C(=O)Nc2ccc(CCC(=O)N3CCCC3)cc2)cc1	-0.7	-9.3[20 µM]	-2.5	0.235	2.9	-0.3	0.2	6.9	2.5
O=C(Cn1c(=S)[nH]c2ccccc21)c1ccccc1	-3.8	-17.8	5.4	1.09	-1.7	-7.1	0.9	-0.7	-8.4
O=C(NCCOc1ccccc1-c1ccccc1)c1ccco1	-4.5	-12.7	1.6	-0.385	1.1	-8.8	-0.7	6.5	-4.0
O=C(/C=C/c1cn(CC(O)CN2CCCCC2)c2ccccc12)c1cccs1 (stereo unspecified)	2.8	-1.3	7.3	4.63*	-26.6	2.2	-0.5	-14.2	-6.2
C=CCN(C(=O)c1cc(C)cc(C)c1)C1(C(=O)Nc2ccccc2)CCN(C(C)C)CC1	-10.9	-15.7	3.4	0.393	-6.1	-12.1	-1.1	-11.8	-2.9
CCN(CC)S(=O)(=O)c1ccc(OC)c(NC(=S)Nc2cccc(C)c2C)c1	6.9	-6.7	5.5	0.0949	8.7	-7.3	1.4	-6.0	-14.7
CCOc1cccc(-c2nc3cc(C)ccc3o2)c1	-10.3	-11.0	-7.4	0.178	-0.1	-8.1	0.1	-10.2	-38.3
(continued)
SMILES	FXIa inh	Furin inhibitor	FXIIa inh 1536	KCC2 mod	Rad51 HR inh	Thrombin inh	PERK inh	Calpain2 inh	KLK5 inh
COc1ccccc1C(=O)NC(=O)CSc1cccc[n+]1[O-]	-0.4	-18.0	6.7	0.124	-24.6	-10.1	1.0	-17.4	5.4
Cc1cc(C(=O)NC(CC(C)C)C(=O)O)cc(C)c1[N+](=O)[O-] (stereo unspecified)	-3.2	-16.6	3.9	-0.136	13.0	-6.1	1.3	9.2	-15.4
Cc1ccc(S(=O)(=O)N=Nc2c(O)[nH]c3ccccc23)cc1C	0.9	-20.1[20 µM]	16.6	x	8.6	-0.6	0.9	-9.3	16.2
O=S(=O)(c1ccc(Br)cc1)c1cnc2ccccc2n1	0.3	-17.7	10.9	0.261	8.1	-1.8	0.2	-9.7	4.1
COc1ccccc1N(CN1CCCC1=O)C(=O)c1c(F)cccc1F	3.9	-21.7	17.3	-0.0592	12.4	2.3	0.7	-17.2	4.2
CC1Cc2nc(SCC(=O)N3CCN(c4ccccc4)CC3)n(CCc3ccccc3)c(=O)c2S1 (stereo unspecified)	5.4	-1.6	15.2	-0.515	7.0	-1.8	-0.9	5.2	5.4
COc1ccc(OC)c(C2=NOC(C(=O)Nc3cccc(C(C)=O)c3)C2)c1 (stereo unspecified)	-14.2	-31.1	-4.2	-1.04	1.6	-2.3	-1.1	-14.2	-13.2
COCCNc1ccc(N2C(=O)C3CCCCC3C2=O)cc1[N+](=O)[O-] (stereo unspecified)	0.4	-11.0	7.7	1.27	x	0.4	1.7	43.4	x
CCOc1ccccc1-n1c(SCC(=O)N(C(C)C)C(C)C)nnc1-c1cccnc1	-1.0	-26.3	2.0	-0.104	-14.7	-0.8	-0.3	-36.1	2.2
CCC(C)C(NC(=O)C1CCC(C)CC1)C(=O)NCCCN1CCCCC1CC (stereo unspecified)	-1.0	-14.3	7.2	1.79	17.2	2.8	0.6	-3.5	-6.1

An excerpt of these results, with bars between the fields.
Structure | FXIa inh | Furin inhibitor | FXIIa inh 1536 | KCC2 mod | Rad51 HR inh | Thrombin inh | PERK inh | Calpain2 inh | KLK5 inh
CC1Cc2nc(SCC(=O)N3CCN(c4ccccc4)CC3)n(CCc3ccccc3)c(=O)c2S1 (stereo unspecified) | 5.4 | -1.6 | 15.2 | -0.515 | 7.0 | -1.8 | -0.9 | 5.2 | 5.4
CCOC(=O)CNC(=O)c1cn(C)c(=O)c2cc(OC)c(OC)cc12 | -2.4 | -10.1 | 9.5 | 0.656 | 1.9 | -3.2 | 1.4 | -42.6 | -5.4
Cc1sc2ncn(CCn3cnc4sc(C)c(C)c4c3=O)c(=O)c2c1C | 1.3 | -4.9[20 µM] | 13.7 | 0.00644 | -1.8 | 3.0 | 0.1 | -94.9 | -1.9
CC(=O)CSc1nc(N(C)C)nc(N(C)C)n1 | -6.0 | -14.6 | 9.1 | -0.149 | -2.7 | -2.4 | -0.2 | -5.6 | -10.8
